# From PubChem BioAssay
# HIF-2a block: HIF-2a reporter inhibitors, primary screen, luminescence, 786-0 RCC cells | inhibition, % at 18.8 µM | 786-0 RCC cells HIF-2a reporter, luciferase luminescence, overnight | AID 624352, 2012 | 360,000 tested, 0.72% active;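 active = inhibition of the luminescence signal of 40% or more relative to plate controls, in a single-dose primary screen at 18.75 µM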
# TRPM1 prom inh: inhibitors of MITF-dependent TRPM1 promoter reporter, primary screen, cell-based, SK-MEL-5, single point, luciferase. SK-MEL-5 TRPM1 promoter luciferase, 24 h. inhibition, % at 12.5 µM. 330,000 tested, 0.83% active;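 active = mean inhibition across replicates of 60% or more, whatever share of single replicates reaches that level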; note: values of inactives mirror those of a sister screen read the other way
# PDI turbidity: inhibitors of human PDI, primary screen, biochemical, turbidity, single point, plate reader; Protein disulfide-isomerase (Homo sapiens), P07237; PDI insulin aggregation turbidity, A650, 90 min; inhibition, % at 10 µM; 350,000 tested, 0.052% active; AID 588391, 2011;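 active = mean inhibition across replicates of 30% or more, whatever share of single replicates reach that level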;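 note: absorbance from insulin aggregation driven by PDI reduction with DTT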
# Target sequence (P07237 whole entry, looked up): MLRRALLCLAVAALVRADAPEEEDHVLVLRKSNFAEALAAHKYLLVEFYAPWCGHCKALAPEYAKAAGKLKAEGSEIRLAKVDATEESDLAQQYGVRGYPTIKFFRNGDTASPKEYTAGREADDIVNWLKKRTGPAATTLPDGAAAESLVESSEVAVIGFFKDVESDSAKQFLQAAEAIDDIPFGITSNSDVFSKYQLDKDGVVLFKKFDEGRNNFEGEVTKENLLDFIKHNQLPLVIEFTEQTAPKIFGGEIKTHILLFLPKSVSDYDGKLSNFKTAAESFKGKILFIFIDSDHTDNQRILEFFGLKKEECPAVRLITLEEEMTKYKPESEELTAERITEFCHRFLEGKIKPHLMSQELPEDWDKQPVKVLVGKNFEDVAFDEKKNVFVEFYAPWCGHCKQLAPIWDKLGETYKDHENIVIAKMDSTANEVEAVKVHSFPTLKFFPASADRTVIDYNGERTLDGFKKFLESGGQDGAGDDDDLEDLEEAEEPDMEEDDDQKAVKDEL
# Vif inh: HIV Vif self-association inhibitors, primary screen, imaging, HEK293T, single point. HEK293T cells, Vif self-association by quenched fluorescence, 24 h. inhibition, % at 7.49 µM. 340,000 tested, 0.35% active. AID 602346, 2012; in the data active = inhibition above about 50%, passing the limit was not always enough; note: some results filed as inactive read as strong as hits
# Peg3 promoter: Peg3 promoter-driven luciferase inhibitors, primary screen, cell-based, HeLa, luciferase luminescence; inhibition, % at 20 µM; 360,000 tested, 1.7% active; HeLa PEG-Prom luciferase reporter, overnight;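 active = inhibition of at least 50% at 20 µM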
# NR2E3 ag-1: inhibitors of NR2E3-RetCOR corepressor binding, primary screen, NR2E3 agonist project, biochemical, TR-FRET, GST-NR2E3, biotin-RetCOR. Photoreceptor-specific nuclear receptor (Homo sapiens), Q9Y5X4. inhibition of corepressor binding, % at 4.78 µM. 320,000 tested, 0.12% active. 1536-well. AID 2300, 2010;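 active = percent inhibition above the cutoff of mean plus 3 SD of all tested compounds, set per screening campaign, cut at about 20% in these data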;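 note: 0% = DMSO wells and 100% = biotin wells as full block of FRET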
# Target sequence (Q9Y5X4 whole entry, looked up): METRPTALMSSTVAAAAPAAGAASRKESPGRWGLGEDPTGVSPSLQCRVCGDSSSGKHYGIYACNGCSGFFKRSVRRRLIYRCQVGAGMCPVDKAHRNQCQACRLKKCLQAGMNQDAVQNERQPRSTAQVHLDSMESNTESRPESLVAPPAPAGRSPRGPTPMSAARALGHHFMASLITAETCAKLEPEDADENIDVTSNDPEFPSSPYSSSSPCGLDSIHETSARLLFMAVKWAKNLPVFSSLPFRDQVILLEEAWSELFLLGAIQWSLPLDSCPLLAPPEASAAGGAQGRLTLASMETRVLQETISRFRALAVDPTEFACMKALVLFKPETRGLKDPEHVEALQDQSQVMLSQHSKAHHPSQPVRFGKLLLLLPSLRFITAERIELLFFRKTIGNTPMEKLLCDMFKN
#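 Test system – NR2E3–RetCOR corepressor complex · Quantity – NR2E3 fusion 1.35 nM · Buffer or medium – Tris pH 7.5 · Incubation – Compound–protein incubation for 5 h at 4 °C · Technique – TR-FRET, Eu(K)-anti-GST donor, streptavidin-D2 acceptor, ex 340, em 617/671 nm · Evaluation – percent inhibition of 671/617 nm emission ratio versus biotin and DMSO controls · Plate – 1536-well format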
# Exocytosis inh: LAMP-1 surface exposure blockers, TALL-104 cells – cell-based, flow cytometry, MLPCN library, primary screen. TALL-104 LAMP-1 surface exposure; cells stimulated with thapsigargin and PMA. inhibition, % at 10 µM. 360,000 tested, 0.66% active. AID 651702, 2012;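 active = inhibition above about 55%, limit read from the data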
# NR2E3 ag-2: NR2E3 agonists in two-hybrid cells, primary screen, cell-based, luminescence, CHO-S, Gal4-NCOR/VP16-NR2E3. 360,000 tested, 0.35% active. AID 602229, 2012. luciferase. inhibition of corepressor binding, % at 3.98 µM;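 active = inhibition above the mean of all tested compounds plus 3 SD, cut at about 70% in these data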;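 note: 0% = DMSO with NR2E3 transfected cells and 100% = cells lacking NR2E3 construct; higher means lower luciferase signal from less NR2E3 corepressor binding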
# aDG glyco up: activators of alpha-DG glycosylation, primary screen, uHTS, Pro5-aDG cells, AlphaScreen | alpha-DG glycosylation AlphaScreen (IIH6); 0% Pro5, 100% B10-LARGE cell signal | activation, % at 10 µM | 360,000 tested, 0.22% active;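 active = activation of at least 8% versus controls, or a plate z-score of at least 8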;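 note: Pro5 are CHO cells carrying HIG-tagged alpha-DG that lacks glycosylation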
# CaV13 ICDI inh: Primary screen for inhibitors of IQ motif and Ca2+-dependent inactivation inhibitor domain binding in CACNA1D, Förster resonance energy transfer in living cells, …; HEK cells, CFP/YFP FRET ICDI-IQ, plate reader, 10 min; percent FRET-ratio fall versus neutral wells; inhibition, % at 12.3 µM; 340,000 tested, 0.098% active; AID 743397;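 active = mean replicate inhibition of at least 30% and at least 1% of replicates passing that level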;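 note: 0% = median of the neutral control wells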
# iPSC survival up: enhancers of single-cell hiPSC survival, primary screen, ATPlite luminescence; AID 602274, 2012; survival enhancement, % at 20 µM; 360,000 tested, 0.044% active; 100% = ROCK inhibitor wells, 0% = DMSO; in the data active = survival enhancement above about 18%;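 note: cells exposed to compounds for 16 hours before the ATP read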
# An asterisk follows results filed as active; . = not tested or not shown; & = joins results of further samples. Some of the compounds tested, so the mix of outcomes need not match the whole.
# Sequence of screens – NR2E3 ag-2	PDI turbidity	HIF-2a block	Exocytosis inh	TRPM1 prom inh	iPSC survival up	Peg3 promoter	aDG glyco up	NR2E3 ag-1	CaV13 ICDI inh	Vif inh
- CN1CC=C2C(C#N)=C(N)C(C#N)(C#N)C(c3ccncc3)C2C1 (stereo not given)
  -4	15	10	0	-9	-0.9	1	-0.2	4	.	13
- CN(C)[C@@H]1C(=O)C(C(N)=O)=C(O)[C@@]2(O)C(=O)C3=C(O)c4c(O)cccc4[C@@](C)(O)C3[C@H](O)C12 (stereo not given in full)
  -41&-4	5&5	-2&1	-3&2	9&-3	-1.2&1.1	0&1	-0.1&-0.2	5&10	-5	2&10
- O=C(C1CCCO1)N1CCC2(CC1)OCCO2 (stereo not given)
  -11	-5	8	10	3	-1.8	3	-0.4	1	-9	1
- CC/C(=N\Nc1ccccc1)c1c(O)[nH]c(=O)[nH]c1=O
  16	-2	12	-5	-2	-0.5	16	0.1	2	2	7
- CC(C)CN1CCN(Cc2cccc3c2OCO3)CC1CCO (stereo not given)
  -23	-3	12	3	-3	-0.1	3	0.2	1	0	2
- O=[N+]([O-])c1cc([As](=O)(O)c2ccc(O)c([N+](=O)[O-])c2)ccc1O
  -34	1	2	-4	-3	-0.3	6	-0.1	1	-2	7
- COCCOC(=O)c1c(N)n(Cc2ccco2)c2nc3ccccc3nc12
  -19	-5	-55	-5	23	3.3	-13	0.1	-2	.	.
- CCOC(=O)c1ccc2c(c1)n(Cc1ccccc1)c(C)[n+]2CC
  6	-6	8	-1	-15	0.1	-9	-0.2	3	0	-1
- O=C(c1cc(C(=O)NCc2ccccc2)c(=O)n(Cc2ccccc2)c1)c1cc(Cl)ccc1O
  8	-1	16	0	13	1.8	36	-0.3	2	-16	4
- C=CCN1CC[C@]23c4c5ccc(O)c4OC2C(O)CC[C@@]3(O)[C@H]1C5 (stereo not given in full)
  -37	3	5	-3	-1	1.8	-2	0.0	.	.	-5
- C=CCNC(=S)/N=C/c1c(O)[nH]c(=O)[nH]c1=O
  2	4	3	-3	14	-1.7	8	0.7	3	5	12
- Cc1nn(CC(C)C)c(Cl)c1C(=O)O
  3	5	11	0	-19	0.4	7	-0.1	2	-6	-8
- CC1CCC(N2CCN(C(=O)COc3ccccc3)CC2)CC1 (stereo not given)
  -16	0	-2	9	0	3.3	7	0.2	2	-7	-8
- Cc1nn(Cc2ccccc2Cl)c(Cl)c1C(=O)OCC(=O)NCc1ccco1
  -35	17	-17	0	1	0.8	15	1.6	-2	-8	-9
- O=c1[nH]c(=O)n(Cc2ccco2)c(O)c1C=NCc1ccco1
  1	-3	-5	0	14	-0.2	9	0.0	4	.	-3
- Cc1ccc(-c2nc3ccccc3c(=O)n2-c2ccc(Br)cn2)cc1
  5	29	18	-1	-4	3.2	-8	-0.3	0	-4	-2
- COc1ccc(-c2cc(=Nc3ccccc3)c3cc(C)ccc3o2)cc1
  -167	0	-243	8	-42	-0.9	-231	-0.7	0	-14	1
- Nc1ccc(Cl)c(Cl)c1
  22	-1	-3	-5	9	0.2	6	-0.5	.	-7	13
- CCCCn1c(O)c(C(CC)=NCCN2CCCCC2)c(=O)[nH]c1=O
  -12	-7	4	2	-6	-3.0	-10	0.0	-1	.	0
- COc1ccccc1N=C1SCCCN1C
  -9	1	19	1	-1	3.0	4	0.2	6	-7	-2
- O=C(N/N=C/c1c(O)n(Cc2ccco2)c(=O)[nH]c1=O)c1ccccc1O
  -26	7	7	10	5	-0.4	12	-0.2	2	-7	-1
- N=C1c2ccccc2CN1NC(=O)c1ccccc1
  -1	18	-12	-5	11	-0.6	-27	-0.3	-2	-3	-1
- O=c1oc2ccccc2c(O)c1C(c1ccc([N+](=O)[O-])cc1)c1c(O)c2ccccc2oc1=O
  10	-13	9	-3	17	1.1	10	-0.2	.	-4	-1
- COC(=O)C1=C(c2ccc3ccccc3c2)C[C@@H]2CC[C@H]1N2C(=O)N1CCC(C)CC1
  -25	-5	9	0	14	-2.0	8	0.1	1	.	8
- CN1CCCN(C(=O)COc2cccc(C(F)(F)F)c2)CC1
  0	-10	3	-2	0	-0.3	5	0.3	2	-7	5
- O=[N+]([O-])/C(Cl)=C1\NCCN1Cc1ccc(Cl)nc1
  -19	1	5	1	-15	1.7	11	-0.2	0	-1	-4
- COc1ccc2c(c1)C13CCCC[C@@H]1C(C2)N(C)CC3 (stereo not given in full)
  13	-4	-17	0	0	0.0	1	0.1	0	-5	12
- CC(C)N(CCC(C(N)=O)(c1ccccc1)c1ccccn1)C(C)C (stereo not given)
  0&-9	-8&0	4&1	-2&-3	11&4	-2.6&-1.3	-2&10	0.0&-0.1	-2	-4&-4	6&-2
- CCOC(=O)[C@]12Cc3ccccc3[C@H]1N(C)C(=O)c1cc(OC)ccc12
  -1	.	17	-7	.	-1.2	.	0.0	.	-8	.
- OC1/C(=C/c2ccccc2C(F)(F)F)N2CCC1CC2 (stereo not given)
  -6	11	19	-3	7	-2.2	-10	0.1	-1	-2	-2

# In another format: two of the compounds above
compound,NR2E3 ag-2,PDI turbidity,HIF-2a block,Exocytosis inh,TRPM1 prom inh,iPSC survival up,Peg3 promoter,aDG glyco up,NR2E3 ag-1,CaV13 ICDI inh,Vif inh
O=C(c1cc(C(=O)NCc2ccccc2)c(=O)n(Cc2ccccc2)c1)c1cc(Cl)ccc1O,8,-1,16,0,13,1.8,36,-0.3,2,-16,4
C=CCN1CC[C@]23c4c5ccc(O)c4OC2C(O)CC[C@@]3(O)[C@H]1C5 (stereo not given in full),-37,3,5,-3,-1,1.8,-2,0.0,.,.,-5

# (continued)
# Sequence of screens – NR2E3 ag-2	PDI turbidity	HIF-2a block	Exocytosis inh	TRPM1 prom inh	iPSC survival up	Peg3 promoter	aDG glyco up	NR2E3 ag-1	CaV13 ICDI inh	Vif inh
- COC(=O)C1=C(c2ccc(F)cc2F)C[C@@H]2CC[C@H]1N2C(=O)NCc1ccc2c(c1)OCO2
  -22	-1	10	-1	-1	-0.3	15	1.2	0	-5	-3
- CC(C)[C@H]1C(=O)O[C@H](C(C)C)C(=O)N(C)[C@@H](C(C)C)C(=O)O[C@H](C(C)C)C(=O)N(C)[C@@H](C(C)C)C(=O)O[C@H](C(C)C)C(=O)N1C
  -15	.	-63	32	78*	-4.9	33	1.5	-1	.	-7
- CN1C(=O)/C(=C/c2ccc(N3CCCCCC3)o2)C(=O)NC1=S
  -109	-2	-191	-2	-47	-0.6	-357	-0.2	0	.	22
- Cc1cc(OCC(=O)N2CCC(C(=O)O)CC2)c2c3c(c(=O)oc2c1)CCCC3
  -43	.	7	-2	-7	-0.3	8	0.1	-2	.	12
- CCN(CC)C(=O)c1ccc(NC(=O)Nc2ccccc2F)cc1
  -69	11	27	-4	30	-3.3	56*	0.9	1	-7	-14
- COc1ccccc1N1CCNCC1
  -33	-6	13	-6	11	0.4	3	-0.1	1	-5	-2
- CCOC(=O)C1=C(N)OC2=C(C(=O)CCC2)C12C(=O)N(CC(N)=O)c1ccccc12 (stereo not given)
  11	0	15	0	3	-1.0	15	0.1	7	.	18
- C[C@H]1CN([C@@H](C)CO)C(=O)CCCn2nncc2CO[C@H]1CN(C)C(=O)Oc1cccc2ccccc12
  -3	-6	10	-5	.	0.3	9	0.1	.	-6	-10
- NCCc1c[nH]c2ccc(OCc3ccccc3)cc12
  -4	-7	0	12	4	-0.5	11	0.0	4	-5	-4
- COc1cccc(N2C(=O)NC(=O)C3(Cc4cc(C)ccc4N(C)C3)C2=O)c1 (stereo not given)
  -34	-1	-11	-6	13	0.2	4	0.1	3	-5	4
- COc1ccc(Cc2nccc3cc(OC)c(OC)cc23)cc1OC
  63	0	14	-7	28	-2.0	11	0.5	7	-4	-2
- c1ccc(C(OCCN2CCN(c3ncccn3)CC2)c2ccccc2)cc1
  -18	10	4	-5	-6	-0.2	17	0.0	4	-5	2
- C[C@@H]1O[C@@H](O[C@@H]2C=C3CC[C@@H]4C(CC[C@]5(C)[C@@H](c6ccc(=O)oc6)CC[C@]45O)[C@@]3(C)CC2)[C@H](O)[C@H](O)[C@H]1O (stereo not given in full)
  -7	1	86*	1	83*	-1.9	107*	0.0	5	-5	-16
- COc1ccccc1CN1CCN(C(=O)COc2ccccc2)CC1
  0	3	0	0	6	-0.6	1	0.3	3	-5	30
- COc1ccc(CN2Cc3cc(-c4cccc(F)c4)ccc3-n3nncc3C2)cc1
  3	.	-6	3	.	-1.8	10	0.1	.	-4	7
- COc1ccc(-c2cc(=O)c3c(OC)c(OC)c(OC)cc3o2)cc1
  -32	.	-26	-1	-16	1.2	-26	0.2	0	.	-6
- CC1CCN(CC(=O)c2ccccc2Cl)CC1
  23	17	-106	-2	-14	-0.4	-14	-0.3	2	-6	-7
- Cc1cc(/C=C2\C(=O)NC(=O)N(c3ccc(Cl)cc3)C2=O)c(C)n1-c1cccc(C(=O)O)c1
  -15	6	8	1	4	-0.2	10	-0.1	1	-3	8
- O=C(OCC(=O)c1ccc([N+](=O)[O-])cc1)/C(=C/c1ccc(Cl)cc1)NC(=O)c1ccccc1
  -5	4	-3	-2	7	-1.3	7	0.2	4	-3	.
- c1ccc2c[n+](CCCCCCCCCC[n+]3ccc4ccccc4c3)ccc2c1
  15	.	9	-7	.	0.7	.	-0.2	.	-9	.
- COc1ccc2c(c1)C1(C)CCN(C)CC(C1)C2O (stereo not given)
  -2	15	20	0	.	-2.0	9	0.0	.	-10	-2
- O=c1c2ccccc2nc(-c2ccc(Cl)cc2Cl)n1-c1ccncc1
  5	-1	17	1	10	1.4	14	-0.3	-1	-5	-6
- NNP(=O)(CC(=O)c1ccccc1)c1ccccc1 (stereo not given)
  1	13	25	2	.	-0.6	10	-0.1	0	-20	-3
- CN1CC(C(=O)c2cccc(C(F)(F)F)c2)C(c2ccc(Cl)cc2)C1 (stereo not given)
  -11	0	-6	6	4	-0.6	7	0.0	-1	-4	-6
- COc1ccc(-c2nn(CCC#N)cc2C(=O)Nc2cccc([N+](=O)[O-])c2)cc1OC
  4	5	14	6	7	-0.6	12	0.0	.	-1	-2
- O=C(C[N+]12CCC(CC1)C(O)C2)c1ccc(Br)cc1 (stereo not given)
  -43	-10	2	11	-6	0.8	-7	0.0	.	-3	5
- CCC(CC)NC1CCCCC1OC (stereo not given)
  -7	-5	11	6	5	-0.6	3	0.0	-2	-6	-18
- CC(=O)Nc1ccc(S(=O)(=O)N2Cc3cnnn3-c3ccccc3C2C#N)cc1 (stereo not given)
  -4	9	7	-2	-5	2.4	-1	0.0	.	-6	.
